Screening results as filed in PubChem.
BioA inh = blocks M. tuberculosis BioA enzyme activity | purified M. tuberculosis BioA enzyme, plate reader | inhibition, % at 9.99 µM | 360,000 tested, 0.096% active | AID 602481; in the data active = inhibition above about 40%
* marks the source's active call; other numbers are inactive results; & = joins results of further samples. This is a subset; the hit share may differ from the screen's.

SMILES | BioA inh
CCNC(=O)[C@@H]1[C@@H](CO)[C@@H]2Cn3c(ccc(-c4ccncc4)c3=O)[C@@H]2N1Cc1ccc2c(c1)OCO2 | -0.3
O=C(C[C@H]1CC[C@@H](NC(=O)c2ccc(F)cc2)[C@H](CO)O1)NCc1ccncn1 | -0.5
Cc1noc(C)c1S(=O)(=O)N(C)C[C@H]1Oc2c(cccc2N(C)C)C(=O)N([C@@H](C)CO)C[C@@H]1C | -0.1
CCCNC(=O)C[C@H]1CC[C@H]2[C@@H](COC[C@@H](O)CN2S(=O)(=O)c2ccccc2F)O1 | -0.7
COc1ccc(CN(C)C[C@@H]2OCc3cn(nn3)CCCC(=O)N([C@H](C)CO)C[C@H]2C)cc1 | -1.4
C[C@@H]1CCCCO[C@@H](CN(C)C(=O)Cc2ccccc2)[C@H](C)CN([C@H](C)CO)C(=O)c2cc(NC(=O)c3ccncc3)ccc2O1 | -0.5
C[C@@H]1CCCCO[C@H](CN(C)Cc2ccccc2)[C@H](C)CN([C@@H](C)CO)C(=O)c2cc(NC(=O)Nc3ccc(C(F)(F)F)cc3)ccc2O1 | -2.1
COc1cccc(C#Cc2cnc3c(c2)C(=O)N([C@@H](C)CO)C[C@@H](C)[C@H](CN(C)C(=O)C2CCC2)O3)c1 | -1.9
C[C@H](CO)N1C[C@H](C)[C@H](CN(C)Cc2ccc3c(c2)OCO3)Oc2ccc(NS(=O)(=O)c3cccs3)cc2C1=O | 2.3
C[C@H]1CN([C@@H](C)CO)C(=O)c2cc(-c3ccncc3)cnc2O[C@@H]1CN(C)C(=O)Cc1ccccn1 | -2.5
CCCN1[C@@H]2Cn3c(cccc3=O)[C@H]1[C@@H](C(=O)N1CCCCC1)[C@@H]2CO | -2.5
CCCN1C[C@@H](C)[C@H](OC)CN(C)C(=O)c2cc(NC(=O)COC)ccc2OC[C@@H]1C | 4.3
CCC(=O)Nc1ccc2c(c1)C(=O)N(C)C[C@H](OC)[C@H](C)CN(Cc1ccccc1)[C@H](C)CO2 | -1.5
C[C@@H]1CCCCO[C@H](CN(C)S(=O)(=O)c2cccs2)[C@@H](C)CN([C@H](C)CO)C(=O)c2cc(NC(=O)Nc3cccc4ccccc34)ccc2O1 | -1.0
COC(=O)C[C@H]1CC[C@H]2[C@@H](COc3ccc(NC(=O)c4cc(C)on4)cc3C(=O)N2C)O1 | -2.1
CCC(=O)N(C)C[C@@H]1Oc2cc(-c3ccccc3F)ccc2S(=O)(=O)N([C@H](C)CO)C[C@@H]1C | 0.5
CN1C(=O)c2cc(NC(=O)c3ccc(Cl)cc3)ccc2OC[C@@H]2O[C@H](CC(=O)NCc3cccc(F)c3)CC[C@@H]21 | -1.2
COCC#Cc1cnc2c(c1)C(=O)N([C@H](C)CO)C[C@@H](C)[C@@H](CN(C)C(=O)Nc1cc(F)ccc1F)O2 | -4.9
C[C@H](CO)N1C[C@H](C)[C@@H](CN(C)C(=O)Nc2ccc3c(c2)OCO3)OCCCC[C@H](C)Oc2ccc(N(C)C)cc2C1=O | -2.6
COc1ccc(-c2ccc3n(c2=O)C[C@@H]2[C@@H](CO)[C@H](C(=O)N4CCOCC4)[C@H]3N2C)cc1 | 0.7
CCC(=O)Nc1ccc2c(c1)OC[C@H](C)N(Cc1ccccc1F)C[C@@H](C)[C@@H](OC)CN(C)C2=O | 1.2
COc1ccc(S(=O)(=O)Nc2ccc3c(c2)C(=O)N([C@H](C)CO)C[C@@H](C)[C@@H](CN(C)Cc2ccc(C(F)(F)F)cc2)OCCCC[C@@H](C)O3)cc1 | 11.6
CCCC(=O)Nc1ccc2c(c1)OC[C@@H](C)N(C(C)=O)C[C@@H](C)[C@H](OC)CN(C)C2=O | -2.1
CO[C@@H]1CN(C)C(=O)c2ccc(NS(=O)(=O)c3ccccc3)cc2OC[C@@H](C)NC[C@@H]1C | 0.0
CN1C(=O)c2cc(NC(=O)Cc3cccs3)ccc2OC[C@@H]2O[C@H](CC(=O)N[C@H]3CCN(Cc4ccccc4)C3)CC[C@@H]21 | -1.7
COc1ccc(NC(=O)N(C)C[C@H]2OCCCC[C@@H](C)Oc3ccc(NS(=O)(=O)c4cn(C)cn4)cc3C(=O)N([C@H](C)CO)C[C@@H]2C)cc1 | -0.1
O=C(C[C@H]1CC[C@H]2[C@@H](COC[C@@H](O)CN2Cc2ccc(Oc3ccccc3)cc2)O1)N1CCc2ccccc2C1 | -1.4
CCCNC(=O)N1C[C@H]2[C@@H](c3ccccc31)[C@H](CO)N2Cc1cccc(OC)c1 | -2.1
C[C@@H]1CN([C@@H](C)CO)C(=O)c2cc(C3=CCCCC3)cnc2O[C@@H]1CN(C)CC1CCOCC1 | -1.4
CO[C@H]1CN(C)C(=O)c2cc(NC(=O)Nc3cccc(F)c3)ccc2OC[C@H](C)N(C(=O)C2CC2)C[C@@H]1C | -0.4
CC(C)NC(=O)Nc1ccc2c(c1)C(=O)N(C)[C@H]1CC[C@H](CC(=O)NCc3ccc(F)cc3)O[C@@H]1CO2 | -0.1
O=C(C[C@@H]1C=C[C@H](NC(=O)c2ccccc2)[C@@H](CO)O1)Nc1ccc(-c2ccccc2)cc1 | 0.5
O=C(C[C@H]1CC[C@H]2[C@@H](COC[C@@H](O)CN2C(=O)Nc2ccc(C(F)(F)F)cc2)O1)NCC1CC1 | 0.5
COc1cccc(NC(=O)N[C@H]2C=C[C@H](CC(=O)N3CCCCC3)O[C@@H]2CO)c1 | 0.5
Cc1ccc(S(=O)(=O)Nc2ccc3c(c2)C(=O)N([C@H](C)CO)C[C@@H](C)[C@@H](CN(C)S(=O)(=O)c2ccccc2)O3)cc1 | 0.0
CC(C)NC(=O)N[C@@H]1CC[C@H](CC(=O)NC2Cc3ccccc3C2)O[C@@H]1CO | 5.4
COC(=O)c1ccc([C@@H]2C=C(C(=O)NCc3ccccc3)O[C@H](OCCCCO)C2)cc1 | -0.4
CC(C)(C)c1ccc(N2C(=O)CSC2c2ccccc2)cc1 (stereo not drawn) | -0.6
COc1ccc(NC(=O)N2C[C@H]3[C@@H](c4ccccc42)[C@@H](CO)N3Cc2ccccn2)cc1 | -0.2
CO[C@@H]1CN(C)C(=O)c2cc(NS(C)(=O)=O)ccc2OC[C@@H](C)N(S(C)(=O)=O)C[C@@H]1C | -3.0
CNC[C@H]1OCCCC[C@@H](C)Oc2ccc(NC(=O)c3ccncc3)cc2C(=O)N([C@@H](C)CO)C[C@@H]1C | -7.4
Cc1noc(C)c1NC(=O)Nc1ccc2c(c1)C(=O)N([C@H](C)CO)C[C@@H](C)[C@@H](CN(C)C(=O)C1CCCCC1)OCCCC[C@H](C)O2 | -0.3
O=C(C1CCC1)N1CCCCN2[C@H](C1)[C@@H](c1ccc(-c3cccc(F)c3)cc1)[C@@H]2CO | 2.5
COCC#Cc1cnc2c(c1)C(=O)N([C@@H](C)CO)C[C@H](C)[C@@H](CN(C)S(=O)(=O)c1cccc(OC)c1)O2 | -0.6
COc1ccccc1C(=O)N1C[C@H]2[C@@H](c3ccccc31)[C@@H](CO)N2C(=O)C1CCCC1 | -5.1
Cc1ccccc1-c1cnc2c(c1)C(=O)N([C@@H](C)CO)C[C@@H](C)[C@H](CN(C)CC1CCOCC1)O2 | 10.7
COc1ccc(CN(C)C[C@H]2Oc3ccc(NS(=O)(=O)c4ccc(Cl)cc4)cc3C(=O)N([C@H](C)CO)C[C@H]2C)cc1 | -4.9
C[C@H](CO)N1C[C@H](C)[C@@H](CN(C)Cc2ccccc2C(=O)O)Oc2ncc(C3=CCCC3)cc2C1=O | 1.3
CN(C)CC#Cc1ccc([C@H]2[C@@H](CO)N3CCCCN(C(=O)Cc4ccccn4)C[C@H]23)cc1 | 1.2
C/C=C/c1ccc([C@@H]2[C@@H](CO)N(C(=O)NC(C)C)[C@H]2CN(C)C(=O)CC)cc1 | -1.3
The list goes on:
SMILES | BioA inh
CC(C)NC(=O)Nc1ccc2c(c1)C(=O)N([C@@H](C)CO)C[C@H](C)[C@@H](CN(C)Cc1ccncc1)OCCCC[C@@H](C)O2 | -1.1
CCCNC(=O)N(C)C[C@H]1Oc2ncc(C#CCC3CCCC3)cc2C(=O)N([C@@H](C)CO)C[C@@H]1C | 2.4
CC=Cc1ccc2n(c1=O)C[C@H]1[C@H](CO)[C@@H](C(=O)NCC3CC3)[C@@H]2N1Cc1ccccc1 (mixture of isomers) | 0.2
C[C@@H]1CN([C@H](C)CO)C(=O)Cc2cc(NC(=O)CCCCCC(=O)Nc3ccccc3N)ccc2O[C@@H]1CN(C)Cc1ccccc1 | -1.6
C[C@@H]1CN([C@@H](C)CO)C(=O)c2cccc(NS(=O)(=O)c3cn(C)cn3)c2O[C@@H]1CN(C)Cc1ccc(Cl)c(Cl)c1 | -0.5
C[C@H](CO)N1C[C@H](C)[C@H](CN(C)C(=O)Nc2ccccc2)Oc2ncc(-c3cccc(C(F)(F)F)c3)cc2C1=O | 4.5
CC(C)NC(=O)N(C)C[C@H]1OCc2cn(nn2)CCCC(=O)N([C@@H](C)CO)C[C@@H]1C | -1.0&-4.6
C[C@@H]1CCCCO[C@H](CN(C)C(=O)NC2CCCCC2)[C@@H](C)CN([C@H](C)CO)C(=O)c2cc(NS(=O)(=O)c3ccc(Cl)cc3)ccc2O1 | -1.7
O=C(C[C@H]1CC[C@H](NC(=O)c2ccncc2)[C@@H](CO)O1)NCC1CC1 | -3.0
C[C@H]1CN([C@@H](C)CO)C(=O)Cc2cc(NS(C)(=O)=O)ccc2O[C@H]1CN(C)Cc1ccc(Oc2ccccc2)cc1 | -0.8
CCNC(=O)[C@H]1[C@H](CO)[C@H]2Cn3c(ccc(-c4ccccc4F)c3=O)[C@H]2N1C(=O)CC | 0.4
Cc1ccc(S(=O)(=O)N[C@H]2CC[C@H](CCn3cc(C4CCCCC4)nn3)O[C@@H]2CO)cc1 | -0.3
CCCC#Cc1ccc2c(c1)O[C@@H](CN(C)C(=O)C1CCC1)[C@@H](C)CN([C@@H](C)CO)S2(=O)=O | 2.1
COc1ccccc1-c1cn(CC[C@@H]2CC[C@@H](NC(=O)C3CCOCC3)[C@@H](CO)O2)nn1 | -4.7
O=C(Nc1cccc(Cl)c1)N1C[C@@H]2[C@H](c3ccccc31)[C@H](CO)N2C(=O)c1ccncc1 | -3.1
COc1ccccc1NC(=O)N1CCCCN2[C@H](CO)[C@H](c3ccc(-c4cccc(C)c4)cc3)[C@H]2C1 | 4.3
C[C@@H]1CN([C@@H](C)CO)S(=O)(=O)c2ccc(C#Cc3ccccn3)cc2O[C@@H]1CN(C)CC1CC1 | 1.5
CC(C)NC(=O)N(C)C[C@@H]1Oc2ccc(NC(=O)CCN3CCOCC3)cc2C(=O)N([C@@H](C)CO)C[C@H]1C | -4.2
C[C@@H]1CN([C@H](C)CO)C(=O)c2cc(NS(=O)(=O)c3cccs3)ccc2O[C@H]1CN(C)S(=O)(=O)c1cn(C)cn1 | -0.6
O=C(Cc1cccnc1)N[C@H]1CC[C@@H](CCn2cc(Cc3ccccc3)nn2)O[C@@H]1CO | -0.2
CO[C@@H]1CN(C)C(=O)c2ccc(NC(=O)Nc3cc(F)ccc3F)cc2OC[C@@H](C)N(C(=O)c2ccccn2)C[C@@H]1C | -1.1
O=C(C[C@H]1CC[C@@H]2[C@H](COC[C@H](O)CN2Cc2ccc(Oc3ccccc3)cc2)O1)Nc1nccs1 | -0.6
CO[C@H]1CN(C)C(=O)c2cc(NC(=O)Cc3ccccc3)ccc2OC[C@H](C)N(C(C)=O)C[C@@H]1C | -1.1
CCNC(=O)C[C@H]1CC[C@H]2[C@H](COc3ccc(NC(=O)c4cc(C)on4)cc3C(=O)N2C)O1 | -0.5
C[C@H]1CCCCO[C@H](CN(C)S(=O)(=O)c2ccc(F)cc2)[C@@H](C)CN([C@@H](C)CO)C(=O)c2cc(NS(=O)(=O)c3ccc(F)cc3)ccc2O1 | -0.8
COCC#Cc1cnc2c(c1)C(=O)N([C@@H](C)CO)C[C@@H](C)[C@@H](CN(C)C(=O)C1CCCCC1)O2 | -0.4
O=C(C1CC1)N1CCCCN2[C@@H](CO)[C@@H](c3ccc(-c4cccc(F)c4)cc3)[C@@H]2C1 | 3.4
CC(=O)Oc1ccccc1C(=O)OCO/N=[N+](\[O-])N1CCCC1 | 2.5
COc1ccccc1NC(=O)N[C@@H]1CC[C@H](CCn2cc(C3(O)CCCC3)nn2)O[C@@H]1CO | 1.4
C[C@H]1CN([C@@H](C)CO)C(=O)Cc2cc(NC(=O)Cn3cnnn3)ccc2O[C@H]1CN(C)S(=O)(=O)c1ccccc1 | -0.3
CC=Cc1ccc2n(c1=O)C[C@@H]1[C@@H](CO)[C@H](C(=O)N3CCOCC3)N(CC3CC3)[C@H]21 (mixture of isomers) | 0.6
